Assay outcomes: PubChem, National Center for Advancing Translational Sciences (NCATS)
S-ASM inh – inhibitors of human secretory acid sphingomyelinase | placental ASM, HMU-PC fluorogenic substrate, 60 min | Potency, µM (titrated, usually from 57.5 µM), for inactives: top-dose activity change, negative = inhibition, actives largely listed as inhibitors | actives 0.006% (n = 340,000); note: potency is the fitted concentration of half-maximal effect
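qHTS format. ASM enzyme prepared from human placenta hydrolyses the fluorogenic substrate HMU-PC0 (9 uM final) over 60 min at 37 °C after a 10 min compound preincubation.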
TSHR antagonist – blocks TSH signaling through the human TSH receptor. TSHR-expressing cells, TSH-stimulated cAMP HTRF, 2 h; stronger effect = lower value. activity change, negative = inhibition, % at 11.5 µM. actives 0.2% (n = 330,000);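 active = activity change below a set negative limit, meaning inhibition stronger than a set level, cut at about -70% in these data; inconclusive = activity change between two set negative limits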; note: % is set by controls: 0 for no effect and ±100 for the full control effect
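Competitive HTRF cAMP read-out (cryptate anti-cAMP antibody, cAMP-d2; 30 min, room temperature) in freshly harvested TSHR cells. Compounds added before TSH at EC80 (4nM final), followed by 2 hours' incubation at 37 deg C.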
A-T KAP1 phos – candidate therapy for ataxia-telangiectasia. […] A-T fibroblasts, KAP-1 phosphorylation AlphaLISA; neocarzinostatin DNA damage 30 min before lysis. Potency, µM (top dose mostly 57.5 µM), without a hit: top-dose activation, actives largely listed as activators. actives 0.19% (n = 320,000); note: potency is the fitted concentration of half-maximal effect; % of control where 0% means no effect; nearly all actives have a fitted effect of over 45% in size
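ATM-like activity read as KAP-1 phosphorylation via AlphaLISA donor/acceptor antibody pairs after lysis and 6 hr at 25C. Cells were ATM-null patient fibroblasts ([…], hTERT), dosed 60 min, then exposed to the DSB inducer NCS for 30 min.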
TSG101-PTAP inh – blocks PTAP/TSG101 interaction to inhibit HIV-1 budding; Fluorescence polarization, FITC-PTAP peptide / Tsg101 binding; Potency, µM (titrated, usually from 115 µM), for the others: top-dose activity change, negative = inhibition, hits mostly inhibitors; 340,000 tested, under 10 active; AID 493005; active = well fitted inhibition curve with a large enough effect in the main read-out, with a control signal flat, not every such curve was filed as active; inconclusive = small, poorly fitted or top-dose-only effect, or effect the other way, or a change in a side signal; inactive = no such curve, though single readings can be large or run the other way; note: potency is the fitted concentration of half-maximal effect; % of control where 0% means no effect
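Fluorescence polarization binding of Tsg101 binding domain (10 uM final) to FITC-labeled PTAP peptide (50 nM final) in HEPES pH 7.5 buffer with NaCl, Tween 20, EDTA, TCEP. Compounds added before peptide; binding 20 min at RT.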
Tb PFK inh – blocks T. brucei phosphofructokinase. T. brucei PFK, ADP-Glo luminescence. actives 0.17% (n = 330,000). Potency, µM (titrated, usually from 57.5 µM), inactives show at the top dose activity, negative = inhibition, most hits filed as inhibitors. O15648;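 note: potency is the fitted concentration of half-maximal effect; 0% = uninhibited 1x PFK enzyme wells and -100% = no-enzyme wells; nearly all actives have a fitted effect of over 60% in size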
Target sequence (O15648 whole entry, looked up): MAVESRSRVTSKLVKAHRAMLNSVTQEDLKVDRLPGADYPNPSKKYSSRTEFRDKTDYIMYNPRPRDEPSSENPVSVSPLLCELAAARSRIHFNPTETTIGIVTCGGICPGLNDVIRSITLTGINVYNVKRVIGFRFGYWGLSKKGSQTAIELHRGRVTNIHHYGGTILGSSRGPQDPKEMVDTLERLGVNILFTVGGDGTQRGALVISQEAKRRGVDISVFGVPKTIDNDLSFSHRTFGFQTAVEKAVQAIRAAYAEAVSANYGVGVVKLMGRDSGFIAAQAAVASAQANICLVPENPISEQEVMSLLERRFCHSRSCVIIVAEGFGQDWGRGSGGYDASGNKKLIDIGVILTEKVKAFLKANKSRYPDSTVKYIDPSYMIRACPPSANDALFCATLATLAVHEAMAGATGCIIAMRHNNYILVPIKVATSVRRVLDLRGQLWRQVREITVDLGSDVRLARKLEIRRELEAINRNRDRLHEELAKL
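ADP-Glo luminescence quantified ADP after 45 min at room temperature, with 1.25 nM T. brucei PFK, 0.1 mM ATP and 0.5 mM fructose-6-phosphate in pH 8.0 TEA buffer. qHTS titrations up to 57 µM; curves classified by quality.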
ELG1 repair inh – ELG1-dependent DNA repair inhibition; Potency, µM (doses to about 46.1 µM), for the others: at the top dose activity change, negative = inhibition, hits mostly inhibitors; AID 504467; HEK293T ELG1-luciferase reporter, luminescence, 16 h; DNA damage induced by 5-fluorouridine; actives 2.3% (n = 330,000); note: potency is the fitted concentration of half-maximal effect; % is set by controls: 0 for no effect and ±100 for the full control effect; nearly all actives have a fitted effect of over 55% in size
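Step one: seed 2,000 cells per well. Step two: pin-transfer compound or DMSO alongside 5-fluorouridine. Step three: incubate 16 hr, 37 °C, 5% CO2. Step four: add ONE-Glo, wait 30 min, read luminescence.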
Eya2 phos inh – blocks the phosphatase activity of human Eya2 | O00167 | recombinant Eya2, OMFP fluorescence dephosphorylation (OMFP is methylfluorescein phosphate) | Potency, µM (highest dose often 76.9 µM), without a hit: at the highest dose activity, negative = inhibition, actives largely listed as inhibitors | actives 0.006% (n = 330,000); note: potency is the fitted concentration of half-maximal effect; % is set by controls: 0 for no effect and ±100 for the full control effect
Target sequence (O00167 whole entry, looked up): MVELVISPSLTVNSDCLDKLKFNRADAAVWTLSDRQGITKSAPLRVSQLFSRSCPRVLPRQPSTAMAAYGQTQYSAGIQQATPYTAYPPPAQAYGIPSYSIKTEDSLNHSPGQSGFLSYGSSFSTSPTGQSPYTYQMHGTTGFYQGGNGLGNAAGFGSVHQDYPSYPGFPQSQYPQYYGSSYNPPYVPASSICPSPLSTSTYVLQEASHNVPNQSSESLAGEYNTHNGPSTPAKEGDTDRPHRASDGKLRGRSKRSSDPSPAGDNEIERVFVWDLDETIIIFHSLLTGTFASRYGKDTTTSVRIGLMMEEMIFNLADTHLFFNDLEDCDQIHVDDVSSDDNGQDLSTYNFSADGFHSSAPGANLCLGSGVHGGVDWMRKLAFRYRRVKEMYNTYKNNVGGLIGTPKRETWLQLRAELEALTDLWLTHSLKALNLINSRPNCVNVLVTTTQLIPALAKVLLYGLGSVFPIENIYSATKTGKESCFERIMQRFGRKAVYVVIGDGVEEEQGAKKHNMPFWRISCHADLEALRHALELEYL
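Eya2 protein (added as 0.2 uM solution) was preincubated with compound for 10 min at ambient temperature in 50 mM HEPES pH 7.5, 50 mM NaCl, 5 uM MgCl2, 0.05% BSA, 1 mM DTT. OMFP (added at 50 uM) then reacted 10 min; fluorescence read at 485/525 nm.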
TCR activator – activators of T cell receptors; Potency, µM (highest dose often 9.22 µM), for inactives: at the highest dose activation of IL-2 secretion, hits mostly activators; 330,000 tested, under 10 active; AID 504894; primary human leukocytes, anti-CD3, IL-2 HTRF, 48 h; note: % of control where 0% means no effect
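Using a-CD3 beads without co-stimulation, primary human leukocytes were exposed to compounds for 48 hr. An HTRF IL-2 kit measured the cytokine, with europium-to-d2 energy transfer producing emission at 665nm upon 320nm excitation.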
Mito fusion act – mitochondrial division inhibition or fusion activation | S. cerevisiae fusion-defective mutant growth rescue, CellTiterGlo 48 h | Potency, µM (doses to about 46.1 µM), inactives show top-dose growth rescue (activation), usual class: activators | actives 0.23% (n = 320,000);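 note: potency is the fitted concentration of half-maximal effect; % of control where 0% means no effect; nearly all actives have a fitted effect of over 45% in size; temperature-sensitive fusion mutants such as fzo1-1 at 37 °C on non-fermentable ethanol glycerol medium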
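Luminescent cell viability in 1536-well qHTS format served as the measure of rescued growth in ts fusion-mutant S. cerevisiae cultured on non-fermentable YPEG for 48 hours at 37C.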
BCR signal inh – chronic active BCR signaling inhibition; Potency, µM (top dose mostly 46.1 µM), inactives show at the highest dose ratio change, negative = lower green/red ratio, most hits filed as inhibitors; AID 493014; ABC-DLBCL IkBa-CBG/CBR reporter, luminescence ratio, 4 h; actives 0.05% (n = 340,000); active = well fitted inhibition curve with a large enough effect in the signal ratio, with a control signal flat, not every such curve was filed as active; inconclusive = small, poorly fitted or top-dose-only effect, or effect the other way, or a change in a side signal; the % refers to the signal ratio;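 note: potency is the fitted concentration of half-maximal effect; plate controls were basal doxycycline-induced cells for no effect and cells given 10 µM MG132 for full effect; MG132 reads +100%, hits lower the ratio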
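TMD8 human ABC-DLBCL cells with doxycycline-inducible IκBα–green luciferase fusion and unfused red luciferase, in 0.5% FBS medium; compounds up to 46 uM, 4 h at 37C. Green/red luminescence ratio, filter-overlap corrected, fitted to concentration-response curves.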
Integrin act MD – activates integrin-mediated alleviation for muscular dystrophy; Potency, µM (doses to about 38.3 µM), without a hit: at the highest dose activation, hits mostly activators; alpha7betagal myoblasts, beta-gal FDG fluorescence, 48 h; actives 0.064% (n = 350,000);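 note: potency is the fitted concentration of half-maximal effect; 100% = response of the positive control SU9516; nearly all actives have a fitted effect of over 60% in size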
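Alpha7betagal+/- myoblasts (passage 13) were plated 16-24 hr, then exposed to compounds (1:260 dilution of DMSO stock) for 48 hours at 37C. After MPER lysis, β-galactosidase reporter activity was read as FDG fluorescence (ex 480/em 540) after 30 minutes.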
Starred values were filed as active, the others as inactive; ? = inconclusive; nt = not tested or not shown; [ ] = another dose, or the depositor's remark. Unless noted, calls come from the whole dose curve; as a rule, active = well fitted curve in the direction sought with a large enough effect; inconclusive = small, poorly fitted or top-dose-only effect, or another doubt; inactive = no such curve, though single readings can be large; an effect the other way counts as inactive or inconclusive.

Order of values – S-ASM inh	TSHR antagonist	A-T KAP1 phos	TSG101-PTAP inh	Tb PFK inh	ELG1 repair inh	Eya2 phos inh	TCR activator	Mito fusion act	BCR signal inh	Integrin act MD
1: COc1cccc(CNC(=O)COc2cccc3c2OC(C)(C)C3)c1
→ 3%	4	2%	-3%	-2%	-11%	-11%	-7%	2%	3%	12%
2: COc1ccc(C(=O)NC(C)c2nnc(SCC(=O)Nc3nc4ccccc4s3)n2C)cc1 (configuration not stated)
→ 0%	-3	5%	-2%	1%	?	-7%	1%	-3%	?	-22%
3: COC(C(=O)Nc1ccnn1C1CCN(Cc2ccc(C)s2)CC1)c1ccccc1 (configuration not stated)
→ 2%	2	9%	-4%	-21%	1%	0%	-1%	3%	0%	26%
4: Cc1cc(NS(=O)(=O)c2ccc(NC(=S)NC(=O)c3ccc(F)cc3)cc2)no1
→ -4%	1	5%	-4%	1%	17%	1%	10%[46.1 µM]	4%	17%	1%
5: Cc1ccc(C(=O)OCC(=O)N(CC(C)C)c2c(N)n(Cc3ccccc3)c(=O)[nH]c2=O)s1
→ 7%	1	8%	-2%	4%	0%	-10%	-1%	-2%	5%	3%
6: O=C(NCc1ccco1)/C(=C\c1cccs1)NC(=O)c1ccsc1
→ 2%	4	-21%	2%	-14%	-3%	-1%	-1%[46.1 µM]	-6%	1%	23%
7: CCOc1ccc(OCC(=O)NCCc2nc3ccccc3[nH]2)cc1
→ 2%	-1	0%	-1%	-1%	16%	3%	2%	-3%	-10%	-19%
8: CCOc1ccc(C(=O)c2cc([N+](=O)[O-])ccc2N2CCOCC2)cc1
→ -10%	-1	-3%	2%	-4%	-3%	2%	2%[46.1 µM]	-15%	?	-1%
9: COc1ccc(CCNC(=O)C(Sc2ccccn2)c2ccccc2)cc1OC (configuration not stated)
→ 8%	3	0%	-1%	-4%	-26%	4%	4%	-8%	-7%	-14%
10: CCCC(=O)c1ccc(-c2ccccc2)cc1
→ 6%	8	4%	-1%	0%	?	-1%	-5%	-7%	?	-27%
11: CC(=O)c1ccccc1NC(=O)CSc1nnc(Cc2csc(C)n2)o1
→ -5%	24	-10%	1%	0%	3%	15%	-2%	1%	?	-46%[inhibitor]
12: COc1ccc(C(=O)NCCOC(C)C)cc1OC1CCN(C(C)=O)CC1
→ -1%	9	-15%	1%	-7%	9%	3%	-2%	1%	-1%	-6%
13: O=C(O)C1CC=CCC1C(=O)Nc1ccc2c(c1)OCCO2 (configuration not stated)
→ 3%	-5	nt	-2%	-20%	?	-3%	-3%[46.1 µM]	-4%	?	6%
14: O=C(/C=C/NNC(=O)c1ccccc1)c1ccc(Br)cc1
→ ?	-3	nt	-3%	1%	12%	-1%	-2%	2%	?	-6%
15: CC1CN(C(=O)C2(C)CC2(Br)Br)CC(C)O1 (configuration not stated)
→ 9%	6	-5%	-3%	-1%	0%	3%	-10%[46.1 µM]	1%	1%	37%
16: COc1ccccc1Nc1nc(N)nc(CN2CCCCCC2)n1
→ 0%	13	4%	-6%	0%	-2%	-7%	1%	-8%	-13%	-1%
17: CC(=O)Nc1ccc(/C=N/N2C(C)CCCC2C)cc1 (configuration not stated)
→ 3%	0	25%	-1%	6%	16%	13%	2%	11%[9.22 µM]	-3%	20%
18: CC1C2(C)OCC(C#N)(C(=N)O2)C1(C#N)C#N (configuration not stated)
→ nt	5	-3%	nt	1%	0%	-8%	nt	-3%	0%	nt
19: Cc1c(CC(=O)O)c(=O)oc2c(C)c3occ(-c4ccc(F)cc4)c3cc12
→ 149%[activator]	-17	-2%	-5%	0%	12%	?	-1%	33%	?	44%
20: COC(=O)CN1C(c2ccccc2O)Nc2ccc(Br)cc2C1c1ccccc1 (configuration not stated)
→ -11%	12	-5%	-1%	-2%	9%	-4%	0%[46.1 µM]	11%	-2%	-8%
21: COc1ccc(C(=O)N2CCC(N3CCN(c4ccccc4)CC3)CC2)cc1
→ 3%	15	0%	-4%	-3%	-12%	7%	-22%	-3%	0%	-24%
22: COc1ccc(CCNC(=O)COC(=O)Cc2cc(OC)c(OC)c(OC)c2)cc1
→ 5%	3	1%	1%	-9%	9%	5%	11%	-5%	-15%	42%
23: CC(C)C(C)(C#N)NC(=O)CN1C(=O)NC2(CCCc3ccccc32)C1=O (configuration not stated)
→ 0%	7	-1%	0%	-4%	20%	-6%	11%	-2%	1%	10%
24: CCOc1ccc(S(=O)(=O)N2CCN(c3ccccn3)CC2)cc1
→ -1%	57	1%	-1%	3%	?	1%	nt	6%	-2%	10%
25: Brc1ccc(C=Nc2ccc(Nc3ccccc3)cc2)s1
→ -4%	4	-5%	2%	-2%	?	-3%	0%[46.1 µM]	7%	9%	-20%
26: Cc1ccc(SCC(=O)NC(=O)NC(C)C)c(C)c1
→ -4%	18	-5%	-2%	-4%	-7%	-5%	0%	-3%	3%	0%
27: CC(C)(O)C#Cc1ccc(C(=O)N2CCC(C(N)=O)(N3CCCCC3)CC2)o1
→ 4%	2	-11%	nt	-4%	-3%	-6%	2%	0%	-1%	17%
28: C=C(C)C(=O)O[C@H]1C/C(C)=C\C(=O)/C=C(\C)[C@H](O)[C@@H]2OC(=O)C(=C)[C@@H]21
→ -3%	34	40µM*	-1%	-1%	?	0%	-2%	-65%[inhibitor]	?	-43%
29: CCCCN(C1CCS(=O)(=O)C1)S(=O)(=O)c1ccc(OC)c(OC)c1 (configuration not stated)
→ 2%	2	4%	0%	-2%	10%	-22%	-4%	-7%	-2%	-6%
30: Cc1ccc(NC(=O)CCC(=O)N2CCC(c3ccccc3)=N2)cc1S(=O)(=O)N1CCCCC1
→ 1%	3	13%	-3%	-10%	18%	13%	1%	-4%	6%	-23%
31: CCOC(=O)c1c(C)[nH]c(C(=O)COC(=O)c2oc3ccc(OC)cc3c2C)c1C
→ 0%	5	18%	-10%	5%	11%	24%	-6%	-2%	-1%	-6%
32: CCCCn1c(=O)n(CC(=O)Nc2c(CC)cccc2CC)c(=O)c2c1nc(CO)n2CCC
→ 1%	4	-2%	0%	-2%	-5%	-8%	-5%	-1%	3%	17%
33: CN1C(=O)CC(C(=O)Nc2ccc(F)cc2)SC1=Nc1ccc2c(c1)OCO2 (configuration not stated)
→ ?	-7	5%	2%	-1%	?	-2%	nt	22%	1%	?
34: O=C(CN1C(=O)S/C(=C/c2ccccn2)C1=O)N1CCOCC1
→ -6%	-9	-7%	2%	-9%	?	-6%	-4%	1%	0%	-33%
35: Cn1c(=O)c2c(nc(SCC(=O)OCc3ccccc3)n2C)n(C)c1=O
→ 2%	-2	-2%	-6%	-3%	?	11%	2%	6%	7%	5%
36: CS(=O)(=O)c1ccc(Cl)c(NC(=O)CCl)c1
→ 5%	6	7%	-1%	1%	?	-22%	-2%	5%	?	?
37: Cn1nc(C(=O)N2CCN(c3cccc(Cl)c3)CC2)c2c1-c1ccccc1S(=O)(=O)C2
→ -5%	-14	0%	-6%	0%	-21%	-13%	-5%	11µM*	7%	-4%
38: COc1cccc(/C=N/NC(=O)Cn2nc(C)c([N+](=O)[O-])c2C)c1O
→ 2%	-5	0%	-1%	-2%	-2%	-10%	-1%[46.1 µM]	-3%	-23%	-11%
39: Cc1ccc([N+](=O)[O-])cc1-c1ccc(/C=N/NC(=O)c2cc3c(ccc4ccccc43)o2)o1
→ -1%	-3	-1%	-5%	2%	-6%	12%	2%	2%	24%	27%
40: NC(=O)CN1CCN(c2ccccc2F)CC1
→ 1%	9	-2%	-1%	3%	-5%	-12%	-2%	4%	2%	-3%
41: COc1ccc2c(c1)C=C(C(=O)NCc1ccc(Cl)cc1)CO2
→ -7%	-2	-9%	-6%	-7%	-13%	-33%	9%	7%	3%	-16%
42: O=C(NCCCn1ccnc1)c1ccc(-c2ccccc2)cc1
→ -1%	-1	17%	-1%	-4%	20%	4%	2%	-18%	1%	-4%
